Bioassay records deposited in PubChem BioAssay by several laboratories.
Diaph act CS: activates diaphorase or chemically reduces, flagging diaphorase assay artifacts; 0.005% of 190,000 active; Diaphorase/resazurin coupled assay, resorufin fluorescence, 16 min; hits give high values; 1 = vehicle wells, 0 = NADH-free wells; activation factor at 20 µM;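 active = diaphorase activity raised at least twofold by the compound at 20 µM; inactive = activation factor below 2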
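Test system: Clostridium kluyveri diaphorase, purified enzyme; input: enzyme 0.07 U/mL final; buffer or medium: 50 mM HEPES pH 7.4 with 4.542 mM MgCl2, 0.005% Tween 20; also added: 0.114 mM NADH and 0.1 mM resazurin, final amounts; schedule: 16 min enzyme reaction, ambient temperature; technique: fluorescence of resorufin, 544 nm excitation, 590 nm emission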
ROMK mod: modulators of human ROMK potassium channel; 2% of 130,000 active; P48048; AID 1918; Tet-inducible ROMK, thallium flux fluorescence; actives lie on both sides; B-score at 10 µM;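 active = signal ratio slope over the read window, or its plate-corrected B-score, at least 3 SD from the plate mean, either direction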;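 note: B-score of the F/F0 ratio slope over 7 to 12 s after thallium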
PPARg SRC1 recr: PPARgamma-driven SRC-1 recruitment agonism. 0.41% of 200,000 active. PPARgamma-SRC-1 coactivator recruitment biochemical assay. P37231. activation, % at 8 µM; in the data active = activation above about 19%;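 note: 0% = DMSO and 100% = reference agonist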
Target sequence (P37231 whole entry, looked up): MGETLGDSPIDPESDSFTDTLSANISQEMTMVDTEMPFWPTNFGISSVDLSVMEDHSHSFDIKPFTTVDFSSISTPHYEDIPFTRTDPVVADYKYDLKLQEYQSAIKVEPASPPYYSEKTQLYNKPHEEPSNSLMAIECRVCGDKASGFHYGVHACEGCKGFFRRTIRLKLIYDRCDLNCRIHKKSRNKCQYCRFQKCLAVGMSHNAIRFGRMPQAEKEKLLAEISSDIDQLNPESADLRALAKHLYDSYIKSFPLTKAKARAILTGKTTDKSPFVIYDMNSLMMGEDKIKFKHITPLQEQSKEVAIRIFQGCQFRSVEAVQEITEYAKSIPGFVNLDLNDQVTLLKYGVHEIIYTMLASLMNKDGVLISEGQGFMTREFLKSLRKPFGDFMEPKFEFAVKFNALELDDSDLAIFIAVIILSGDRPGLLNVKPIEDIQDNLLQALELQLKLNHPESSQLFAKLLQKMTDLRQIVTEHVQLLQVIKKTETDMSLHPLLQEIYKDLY
S1P3 antag: S1P3 (human) receptor antagonism; Q99500; CHO S1P3 NFAT-BLA reporter, FRET fluorescence, antagonist mode; inhibition, % at 4.98 µM; 0.27% of 170,000 active; AID 485;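 active = inhibition above the plate cutoff, the mean inhibition of test wells on that plate plus 3 SD, cut at about 28% in these data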;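 note: cells challenged with S1P at its EC80 of 0.8 µM; blue over green emission ratio from cleaved BLA substrate after 4 h stimulation; 0% = S1P-stimulated wells and 100% = unstimulated DMSO-only wells; some compounds past the cut are filed as inactive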
Target sequence (Q99500 whole entry, looked up): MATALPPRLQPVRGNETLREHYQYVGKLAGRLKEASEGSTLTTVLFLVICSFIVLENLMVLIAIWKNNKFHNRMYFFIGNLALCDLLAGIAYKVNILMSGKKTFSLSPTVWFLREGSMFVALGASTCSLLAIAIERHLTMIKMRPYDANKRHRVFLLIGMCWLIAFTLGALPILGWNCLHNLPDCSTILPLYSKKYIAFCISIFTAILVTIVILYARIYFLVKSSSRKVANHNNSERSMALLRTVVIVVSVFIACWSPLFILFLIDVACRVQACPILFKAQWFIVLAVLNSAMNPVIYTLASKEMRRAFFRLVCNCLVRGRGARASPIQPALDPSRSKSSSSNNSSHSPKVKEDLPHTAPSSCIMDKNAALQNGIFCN
PMI activator: activators of human phosphomannose isomerase | P34949 | 0.005% of 190,000 active | purified human PMI, coupled resazurin fluorescence, 20 min; hits give high values; 1 = vehicle control, 0 substrate-free wells | activation factor at 20 µM;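 active = activation factor of 2 or more at 20 µM, relative to plate controls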
TR-FRET SRC-2 ct: TR-FRET artefact, counter-screen to PPARgamma/SRC-2 agonist assay | TR-FRET ratio at 8 µM | AID 1049 | 0.4% of 200,000 active | hits give high values; in the data active = TR-FRET ratio above about 2000; note: inactives centre near 1500
G6PDH CS: counter-screen for G6PDH assay hits: L. mesenteroides G6PDH inhibition; AID 1020; Purified L. mesenteroides G6PDH, diaphorase/resazurin coupled fluorescence, 45 min; inhibition, % at 5 µM; 0.12% of 200,000 active; in the data active = inhibition above about 50%
PMI act satM6P: activators of human phosphomannose isomerase at near-saturating mannose 6-phosphate; P34949; coupled PMI enzyme assay, resazurin fluorescence, 20 min; hits give high values; 1 = untreated enzyme, 0 = substrate-free blank; activation factor at 20 µM; 0.34% of 190,000 active; AID 1216;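 active = activation factor of 2 or more at 20 µM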
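Test system: Human PMI in coupled enzyme assay | Input: 15 ng/mL PMI | Medium: HEPES-buffered pH 7.4 with magnesium and detergent | Compound: One concentration, 20 µM, in 1% DMSO | Incubation: Enzyme reaction with compound 20 min at room temperature | Detection: Diaphorase-driven resazurin-to-resorufin fluorescence, excitation 544, emission 590 nm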
PPARg SRC-2 ag: PPARgamma-driven SRC-2 recruitment agonism. P37231. PPARgamma LBD-SRC-2 recruitment, biochemical. activation, % at 8 µM. 0.34% of 200,000 active; in the data active = activation above about 22%;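 note: 0% = vehicle and 100% = reference agonist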
PPARg SRC3 recr: PPARgamma-driven SRC-3 recruitment agonism; biochemical PPARgamma/SRC-3 coactivator recruitment assay; activation, % at 8 µM; 0.26% of 200,000 active; AID 731; in the data active = activation above about 23%;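 note: 0% = DMSO and 100% = reference agonist; some compounds past the cut are filed as inactive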
Diaphorase inh: diaphorase inhibition or chemical oxidation counter-screen; 0.69% of 190,000 active; inhibition, % at 20 µM; diaphorase resazurin-to-resorufin fluorescence, NADH, 16 min; bacterial (C. kluyveri) enzyme, not human;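 active = primary screen inhibition at 20 µM above a set limit, cut at about 50% in these data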;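 note: plate controls were DMSO with full reaction for no effect and wells lacking NADH for full effect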
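System: Diaphorase enzyme from Clostridium kluyveri | Amount: Enzyme working solution with 0.14 U/mL diaphorase | Benchmarks: No-NADH positive control and DMSO neutral control | Signal: Fluorescence of resorufin formed from resazurin, Ex 544/Em 590 nm | Schedule: 16-min room-temperature incubation before reading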
* = called active by the depositor; / = not tested or not shown.

SMILES	Diaph act CS	ROMK mod	PPARg SRC1 recr	S1P3 antag	PMI activator	TR-FRET SRC-2 ct	G6PDH CS	PMI act satM6P	PPARg SRC-2 ag	PPARg SRC3 recr	Diaphorase inh
Fc1ccccc1-c1ccc(/C=N/Nc2nc3ccccc3[nH]2)o1	1	-0.24	9	4	1.2	1603	6	1.3	5	9	3
O=C(NCCCN1CCOCC1)c1cccnc1	0.9	-0.17	-5	-5	1.1	1482	8	1	-1	-2	11
COc1ccc(-c2ccc(SC)nn2)cc1	0.9	/	6	7	1	1540	2	0.9	2	2	14
COC(=O)c1scc(C)c1N/N=C(\C)c1cc(F)c(Cl)cc1F	1.1	0.85	3	/	1.1	1338	9	1.2	-4	-3	-10
O=C(Nc1ccccc1)N(Cc1ccccc1)CC(O)C(F)(F)F (centres undefined)	1	/	-13	/	1	1683	3	1	-3	-9	4
CCOC(=O)CN1CCS(=O)(=O)CC1	1.1	0.24	1	-5	1	1422	2	1	-2	3	-8
CCCc1nnc2c(N(C)S(=O)(=O)c3ccccc3)nc3ccccc3n12	0.8	/	-6	1	1	1512	5	1	-2	0	17
Cc1ccc(-c2nnc(-n3ncc(C#N)c3N)c3ccccc23)cc1C	1	-0.0014	1	-4	0.9	1432	-17	1	0	2	1
CCn1nc(NC(=O)c2ccccn2)c2cc3cc(C)ccc3nc21	0.8	/	-4	6	0.9	1524	6	0.8	7	9	19
Cc1ccc(OCC(=O)NNC(=O)C(=O)N2CCCC2)c(C)c1	0.9	-0.28	-3	10	1.1	1471	12	1	11	3	11
COc1ccc(/C=N\NC(=O)CC(=O)Nc2cccc(Cl)c2)cc1OC	1.1	-0.012	0	3	1.1	1463	3	1	-8	-7	-6
CCn1c(CNc2ccc(C)cc2C)nnc1SCC(=O)N1CCCc2ccccc21	1	/	3	-7	1	1616	12	1	3	4	2
CC(Sc1nc2ccccc2c(=O)n1Cc1ccco1)C(=O)c1ccccc1 (centres undefined)	0.9	/	-1	4	1.1	1437	11	0.9	2	-4	8
CC(=O)N(O)CCCCCNC(=O)CCC(=O)N(O)CCCCCNC(=O)CCC(=O)N(O)CCCCCN	1.1	/	8	-17	1.4	1565	-8	1.4	4	2	-10
Cc1cc(C)c2nc(SCC(=O)NCCC3=CCCCC3)cc(C)c2c1	0.9	-0.27	-7	7	1.3	1571	-16	1.7	8	0	11
CCCCCc1c(C)nc(N2CCOCC2)[nH]c1=O	0.8	0.064	8	-17	0.9	1577	-15	0.9	3	-3	22
Cc1cccc2cc(COC(=O)c3ccccc3)c(=O)[nH]c12	0.9	0.44	5	-5	1	1268	3	0.9	-4	0	8
O=S(=O)(c1ccc(Cl)cc1)c1cnc(-c2cccnc2)nc1-c1ccccc1	0.9	/	5	/	1	1683	3	1	-4	5	8
O=C(CCCSc1nc2ccccc2[nH]1)NC1=NCCS1	0.8	0.2	10	/	0.9	1760	4	0.9	10	6	15
C/C(=N\NC(=S)Nc1ccccc1C)c1ccc(O)cc1	0.8	-0.0091	5	-5	0.6	1669	-3	0.7	13	1	15
COC(=O)c1cc(C#N)c(N2CCOCC2)nc1C	1	0.22	4	-15	0.9	1547	10	0.9	16	7	-1
COc1ccc(C(C)=O)cc1CSc1nnc(Nc2ccc(C)cc2C)s1	0.8	/	1	8	0.8	1649	-35	0.8	5	3	23
C/C(N)=C(/C#N)C(=O)CSc1nc2ccccc2c(=O)n1CCCO	0.8	1.5	3	0	0.9	1635	13	0.9	3	-2	19
Cc1cc(C)n(-c2nc3ccccc3c(=O)n2OCC(N)=O)n1	1	/	4	/	1	1657	6	1	2	-1	-4
Cc1ccc(-n2c(SCC(=O)Nc3ncc(Cl)cc3Cl)nc3ccccc32)cc1	0.9	-0.056	6	4	1	1594	14	1	-5	5	7
Cc1cc(C)c(C#N)c(SC(F)F)n1	0.8	/	-3	/	1	1400	-7	1	-3	-9	18
O=C(NCc1cccnc1)c1cn(-c2ccccc2)nc1-c1ccccc1	0.9	-1.1	-2	10	1	1466	-5	1	12	0	7
COc1ccc(-c2nc3ccccc3n2CCC(C)C)cc1OC	0.8	0.53	3	/	1	1177	-1	1	-5	-4	16
CN1CCc2c(OCC(=O)N3CCC(Cc4ccccc4)CC3)cccc2C1=O	0.8	-1.2	1	9	1	1412	-1	0.9	0	4	15
CCCc1[nH]nc2c1C1(CCN(C(=O)OCc3ccccc3)CC1)C(C#N)=C(N)O2	0.8	0.027	2	0	0.9	1534	12	0.8	8	-2	19
Cc1ccc(N(C)S(=O)(=O)c2cccc(C(=O)NC3=NCCS3)c2)cc1	0.9	0.91	-1	/	0.9	1496	5	0.9	-3	-1	12
COC(=O)C(C(=O)Nc1nc2ccccc2s1)C1CCCC1 (centres undefined)	0.8	-1	2	9	0.9	1616	-1	0.9	-1	4	18
CCc1ccccc1NS(=O)(=O)c1ccc2[nH]cc(C(=O)NC3CCCC3)c(=O)c2c1	0.7	-0.69	0	-3	1	1439	2	1	-15	-3	28
CCOc1ccccc1N1CCN(C(=O)c2cc3c(s2)CCC3)CC1	0.9	-1.6	-2	/	1	1465	0	1	4	0	11
O=C(OCCN1C(=O)c2ccccc2C1=O)c1cc(=O)[nH]c2ccccc12	0.9	/	1	15	0.8	1538	7	0.9	5	5	12
O=C(Nc1nc(-c2ccccc2)cs1)c1ccc2c(c1)S(=O)(=O)c1ccccc1C2=O	1	0.21	7	-11	0.9	1651	3	1.1	14	-2	3
COc1nc(C)nc2c1sc1nc3c(cc12)COC(C)(C)C3	0.9	1.4	4	/	1	1678	14	1	1	5	14
COc1cc(NS(=O)(=O)c2ccc(Br)s2)cc(OC)c1	0.8	/	6	-12	0.8	1661	-5	0.8	4	9	22
CCC(c1nnnn1CCOC)N(Cc1cc2cc(C)c(C)cc2[nH]c1=O)CC1CCCO1 (centres undefined)	0.8	-0.93	1	/	1.4	1497	5	1.8	6	5	17
N=c1nc(N)nc2n1NC(c1ccc(F)cc1)=CS2	1.1	/	3	/	1	1512	2	1.2	0	-7	-8
Cc1ccccc1NC(=O)c1cccc(C(F)(F)F)c1	1	/	1	14	1.1	1503	6	1.1	-2	-4	3
CC1(C)C(=O)C2(C(=O)NCc3ccccc3)CCC1C2 (centres undefined)	0.9	/	2	-11	0.9	1556	0	1	7	1	13
CCOC(=O)c1cc2n(n1)C(C(F)(F)C(F)(F)F)CC(C)N2 (centres undefined)	0.8	0.74	6	0	0.9	1508	-17	0.9	-2	0	20
O=C1ON=C(c2cccc([N+](=O)[O-])c2)/C1=C/c1ccc(O)cc1	1	-4.6*	6	-26	1.1	1469	1	1.1	-7	10	1
O=C(CCS(=O)(=O)Cc1ccc(Cl)cc1)NCCCN1CCN(c2ccccc2F)CC1	0.9	-0.35	-5	/	0.9	1501	3	1	0	-5	6

Exported with two lines to a compound: part of the list above
Value order: Diaph act CS	ROMK mod	PPARg SRC1 recr	S1P3 antag	PMI activator	TR-FRET SRC-2 ct	G6PDH CS	PMI act satM6P	PPARg SRC-2 ag	PPARg SRC3 recr	Diaphorase inh
- CC1(C)C(=O)C2(C(=O)NCc3ccccc3)CCC1C2 (centres undefined)
    0.9	/	2	-11	0.9	1556	0	1	7	1	13
- O=S(=O)(c1ccc(Cl)cc1)c1cnc(-c2cccnc2)nc1-c1ccccc1
    0.9	/	5	/	1	1683	3	1	-4	5	8
- COc1ccc(-c2ccc(SC)nn2)cc1
    0.9	/	6	7	1	1540	2	0.9	2	2	14
- COC(=O)c1scc(C)c1N/N=C(\C)c1cc(F)c(Cl)cc1F
    1.1	0.85	3	/	1.1	1338	9	1.2	-4	-3	-10
- CC(Sc1nc2ccccc2c(=O)n1Cc1ccco1)C(=O)c1ccccc1 (centres undefined)
    0.9	/	-1	4	1.1	1437	11	0.9	2	-4	8

Grouped by structure, those above containing a cyano group (5)
SMILES	Diaph act CS	ROMK mod	PPARg SRC1 recr	S1P3 antag	PMI activator	TR-FRET SRC-2 ct	G6PDH CS	PMI act satM6P	PPARg SRC-2 ag	PPARg SRC3 recr	Diaphorase inh
Cc1ccc(-c2nnc(-n3ncc(C#N)c3N)c3ccccc23)cc1C	1	-0.0014	1	-4	0.9	1432	-17	1	0	2	1
COC(=O)c1cc(C#N)c(N2CCOCC2)nc1C	1	0.22	4	-15	0.9	1547	10	0.9	16	7	-1
C/C(N)=C(/C#N)C(=O)CSc1nc2ccccc2c(=O)n1CCCO	0.8	1.5	3	0	0.9	1635	13	0.9	3	-2	19
Cc1cc(C)c(C#N)c(SC(F)F)n1	0.8	/	-3	/	1	1400	-7	1	-3	-9	18
CCCc1[nH]nc2c1C1(CCN(C(=O)OCc3ccccc3)CC1)C(C#N)=C(N)O2	0.8	0.027	2	0	0.9	1534	12	0.8	8	-2	19

The list continues.
SMILES	Diaph act CS	ROMK mod	PPARg SRC1 recr	S1P3 antag	PMI activator	TR-FRET SRC-2 ct	G6PDH CS	PMI act satM6P	PPARg SRC-2 ag	PPARg SRC3 recr	Diaphorase inh
Cc1cc(NC(=O)CN2C(=O)S/C(=C\c3ccccc3)C2=O)no1	0.9	-0.58	0	-18	1	1484	9	1	-2	-4	13
C=CCOC(=O)C1=C(C)NC(SCC(N)=O)=C(C#N)C1c1cccs1 (centres undefined)	0.9	-1.6	4	-2	0.9	1555	-4	1	3	-1	15
CN(C)/C=N/C(=S)Nc1ccccc1F	0.9	0.56	-2	/	0.8	1687	8	0.9	5	12	8
COc1cc(C2C(C(=O)OCCC#N)=C(C)NC3=C2S(=O)(=O)c2ccccc23)cc(OC)c1OC (centres undefined)	0.9	-0.38	0	/	1.1	1655	7	1.1	4	14	7
COCCNC(=O)NC(=O)CN1CCN(C(c2ccccc2)c2ccccc2)CC1	0.9	-0.0087	11	-14	1	1727	0	1	5	5	6
O=C(NCc1ccccc1)c1cc(-c2cccs2)on1	0.9	0	2	-20	0.9	1667	2	1	-2	8	13

Two entries picked at random from those above:
SMILES	Diaph act CS	ROMK mod	PPARg SRC1 recr	S1P3 antag	PMI activator	TR-FRET SRC-2 ct	G6PDH CS	PMI act satM6P	PPARg SRC-2 ag	PPARg SRC3 recr	Diaphorase inh
COc1ccc(-c2nc3ccccc3n2CCC(C)C)cc1OC	0.8	0.53	3	/	1	1177	-1	1	-5	-4	16
O=S(=O)(c1ccc(Cl)cc1)c1cnc(-c2cccnc2)nc1-c1ccccc1	0.9	/	5	/	1	1683	3	1	-4	5	8
